Screens from PubChem BioAssay.
MOR-DOR ag: agonists of OPRM1-OPRD1 heterodimerization, primary screen, cell-based, luminescence; cells; actives 0.3% (n = 340,000); activation, % at 9.3 µM; Mu-type opioid receptor (Homo sapiens) + Delta-type opioid receptor (Homo sapiens), …; in the data active = activation above about 18%;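 note: 0% = vehicle-treated cells and 100% = reference agonist; values of inactives mirror those of a sister screen read the other way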
Wnt bcat act: Wnt/beta-catenin pathway activators, primary screen, cell-based, plate reader, single point | Wnt/beta-catenin reporter cell assay, activator | activation, % at 9.35 µM | actives 1.2% (n = 300,000) | AID 743398, 2014; in the data active = activation above about 30%, passing the limit was not always enough;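 note: 0% = neutral control wells and 100% = positive control wells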
RTF Ca sens act: cardiac RTF calcium sensitivity activators, primary screen, biochemical, IANBD-TnC fluorescence, EC20 calcium | Troponin I, cardiac muscle (Homo sapiens) + Troponin T, cardiac muscle (Homo sapiens) + … | IANBD-labeled TnC RTF fluorescence at EC20 calcium; 0% EC20 calcium, 100% full calcium | activation, % at 7.2 µM | actives 0.24% (n = 340,000) | AID 493008, 2010;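 active = activation above the mean over all tested compounds plus 3 SD, cut at about 30% in these data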;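 note: rise in fluorescence read as greater calcium sensitivity of cardiac thin filaments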
DSG3 Ab inh: inhibitors of pemphigus antibody binding to DSG3, primary screen, biochemical, bead-based, flow cytometry, scFv-GFP | binding (percent of control), % at 10 µM | Desmoglein-3 (Homo sapiens), P32926 | actives 0.48% (n = 310,000) | DSG3-coupled beads, scFv-anti-DSG3-GFP binding; hits give low values;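 active = binding more than 3 SD below its plate's average and above zero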;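 note: hits lower antibody fragment binding to DSG3; some compounds called inactive have numbers as strong as hits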
Arr AP2 block: inhibitors of beta-arrestin/AP2 binding, primary screen, biochemical, GPCR trafficking, flow cytometry; inhibition, % at 10 µM; actives 0.31% (n = 340,000); AID 504490, 2011; FITC-arrestin peptide / GST-AP2 beads; AP2 beta2 appendage carries R879A mutation;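 active = inhibition above a set limit, near 3 SD of compounds lacking own fluorescence, cut at about 54% in these data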;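 note: plate controls were DMSO wells for no effect and 5 µM unlabelled arrestin peptide for full effect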
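test system = AP2 appendage R879A on GSH beads | buffer or medium = PBS plus Tween 20 (0.05%) and BSA (0.1%) | incubation = 12 min plus 1 h, RT | detection = bead flow cytometry, FITC channel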
Cardiac RTF inh: cardiac RTF calcium sensitivity inhibitors, primary screen, biochemical, IANBD-TnC fluorescence, EC70 calcium | inhibition, % at 7.15 µM | AID 493244, 2011 | actives 0.12% (n = 340,000) | IANBD-labeled cardiac RTF, Ca2+ fluorescence | Troponin I, cardiac muscle (Homo sapiens) + Troponin T, cardiac muscle (Homo sapiens) + …;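 active = inhibition above the mean inhibition of all tested compounds plus 3 SD, cut at about 17% in these data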;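 note: assay run at fixed EC70 calcium of 1.6 mM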
LANA DNA inh: inhibitors of KSHV C-LANA binding to DNA, primary screen, biochemical, fluorescence polarization, FAM-LBS DNA, MBP-C-LANA, single point | Kaposi's sarcoma herpesvirus LANA C-terminal domain (residues 932-1162) DNA binding | inhibition, % at 9 µM | actives 0.078% (n = 340,000) | AID 504423, 2011;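 active = highest replicate inhibition at or above 60% at 9 µM, even if other replicates fall short; inactive = all replicates below 60% inhibition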;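 note: 0% = neutral control wells and 100% = 4 µM acridine orange control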
OPRM1-OPRD1 inv: inverse agonists of MOR-DOR heterodimerization, primary screen, cell-based, luminescence | Mu-type opioid receptor (Homo sapiens) + Delta-type opioid receptor (Homo sapiens), … | cell-based MOR-DOR heterodimer luminescence, inverse agonism | inhibition, % at 9.3 µM | actives 0.21% (n = 340,000); in the data active = inhibition above about 22%, passing the limit was not always enough;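 note: 0% = cells with DMSO and 100% = wells without cells with DMSO; values of inactives mirror those of a sister screen read the other way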
V-ATPase pHluor: regulators of yeast V-ATPase proton pumping, primary screen, pHLuorin cytosolic pH fluorescence; actives 0.37% (n = 350,000); response, % at 10 µM; S. cerevisiae; AID 504577, 2011; in the data active = response mostly above about 7.3%, no sharp cut-off; inactive = mostly below about 5.4%; note: actives read high; inactives centre near 0; some compounds called inactive have numbers as strong as hits; reference of the scale not given here
Keap1 Nrf2 FP: Keap1-Nrf2 protein-protein interaction inhibitors, primary screen, biochemical, fluorescence polarization, single point | Keap1 Kelch-Nrf2 peptide fluorescence polarization, 1536-well | actives 0.15% (n = 340,000) | Kelch-like ECH-associated protein 1 (Homo sapiens), Q14145 | inhibition, % at 9.4 µM; in the data active = inhibition above about 12%;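 note: human Keap1 Kelch domain with fluorescein labeled Nrf2 9mer peptide probe; 0% = neutral control wells and 100% = peptide positive control; higher means more block of Keap1 binding to Nrf2 peptide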
Target sequence (Q14145 whole entry, looked up, the tested form may be a part): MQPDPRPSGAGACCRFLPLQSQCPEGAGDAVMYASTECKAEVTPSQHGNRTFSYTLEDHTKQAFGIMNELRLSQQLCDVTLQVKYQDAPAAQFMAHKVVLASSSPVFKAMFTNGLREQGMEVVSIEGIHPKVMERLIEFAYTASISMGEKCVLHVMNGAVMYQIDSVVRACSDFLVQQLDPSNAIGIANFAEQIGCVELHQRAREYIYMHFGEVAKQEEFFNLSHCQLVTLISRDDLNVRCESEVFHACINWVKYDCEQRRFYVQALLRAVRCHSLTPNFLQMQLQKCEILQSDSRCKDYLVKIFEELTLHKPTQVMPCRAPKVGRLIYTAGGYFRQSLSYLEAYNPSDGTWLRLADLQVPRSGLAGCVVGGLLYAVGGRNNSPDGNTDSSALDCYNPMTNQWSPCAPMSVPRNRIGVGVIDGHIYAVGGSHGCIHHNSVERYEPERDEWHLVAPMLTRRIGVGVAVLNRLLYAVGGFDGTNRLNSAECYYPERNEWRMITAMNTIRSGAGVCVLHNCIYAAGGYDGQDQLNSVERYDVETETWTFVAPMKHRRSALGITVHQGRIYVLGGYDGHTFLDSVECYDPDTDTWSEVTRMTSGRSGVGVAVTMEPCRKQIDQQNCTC
Active calls of the source: *; . = not tested or not shown.

| nr | mol | Cardiac RTF inh | MOR-DOR ag | LANA DNA inh | Arr AP2 block | DSG3 Ab inh | Keap1 Nrf2 FP | Wnt bcat act | RTF Ca sens act | V-ATPase pHluor | OPRM1-OPRD1 inv |
| --- | --- | --- | --- | --- | --- | --- | --- | --- | --- | --- | --- |
| 1 | COc1ccc(-c2nc(Cc3ccc(Cl)cc3)no2)cc1OC | -1.9 | 0.7 | -0.7 | 27.5 | . | 1.4 | . | -2.3 | 0.9 | -3.0 |
| 2 | CCN(CC)Cc1c[nH]c2c(C(=O)OC)cccc12 | -0.5 | 0.7 | -0.4 | 11.1 | 101.8 | -2.8 | -2.6 | 4.1 | 6.7 | -4.1 |
| 3 | COc1ccc(CC(=O)N2CCC(Nc3nc4ccccc4n3Cc3ccc(F)cc3)CC2)cc1 | 0.5 | . | 0.6 | -0.5 | . | 2.1 | -8.6 | -3.5 | 2.0 | . |
| 4 | Cn1c(SCC(=O)N2CCCC2)nc2ccccc2c1=O | -2.7 | -0.6 | 1.1 | -0.5 | 100.9 | 2.5 | . | -3.5 | 0.0 | 3.0 |
| 5 | O=C(NCCCN1CCOCC1)c1ccccc1N1C(=O)[C@@H]2Cc3c([nH]c4ccccc34)C(c3cccc(Cl)c3)N2C1=O (some centres undefined) | 3.9 | -0.8 | 0.1 | 28.3 | 98.8 | 2.2 | -1.8 | -1.6 | 3.3 | 4.0 |
| 6 | CCCCn1c(-c2ccc(F)c(F)c2)nc2cc3[nH]c(=O)c(C(C)C)nc3cc21 | -1.7 | 7.0 | 1.4 | 2.2 | 97.6 | 2.4 | 9.8 | -5.1 | 4.1 | -40.4 |
| 7 | O=C(N/N=C/c1cccc(Oc2ccc([N+](=O)[O-])cc2[N+](=O)[O-])c1)c1cncc(Br)c1 | -2.1 | 10.4 | 1.7 | -4.8 | 123.4 | -3.1 | . | -5.8 | -1.6 | -61.3 |
| 8 | CCOc1ccc(-c2nnc(-c3ccc(OC)cc3)o2)cc1 | -2.1 | 3.5 | -1.5 | -7.5 | 112.5 | -3.3 | 0.0 | -0.9 | 0.1 | -14.8 |
| 9 | CC(Sc1nncs1)C(=O)NC1CCCCC1C (centres undefined) | 0.3 | -2.2 | -1.7 | 5.3 | 113.1 | 0.1 | 1.3 | 4.2 | -5.0 | 7.1 |
| 10 | CC(C(=O)c1ccc(-c2ccccc2)cc1)[n+]1ccccc1 (centres undefined) | 1.1 | -2.7 | -1.1 | 10.4 | 91.7 | 3.0 | -4.7 | 2.7 | 0.6 | 14.5 |
| 11 | Nc1nc(NCc2ccccc2)nc(Nc2ccc(F)cc2)c1[N+](=O)[O-] | -1.0 | 0.4 | -0.3 | -2.0 | 99.4 | 5.3 | . | 3.4 | 2.0 | -1.7 |
| 12 | CCOc1cc(/C=C(\C#N)c2[nH]nc(N)c2C#N)ccc1O | -7.0 | 0.3 | -2.0 | 2.3 | 105.5 | -3.7 | . | 2.1 | -1.4 | -1.3 |

Laid out differently: entries from further up
#7 O=C(N/N=C/c1cccc(Oc2ccc([N+](=O)[O-])cc2[N+](=O)[O-])c1)c1cncc(Br)c1
  Cardiac RTF inh: -2.1	MOR-DOR ag: 10.4	LANA DNA inh: 1.7	Arr AP2 block: -4.8	DSG3 Ab inh: 123.4	Keap1 Nrf2 FP: -3.1	Wnt bcat act: .	RTF Ca sens act: -5.8	V-ATPase pHluor: -1.6	OPRM1-OPRD1 inv: -61.3
#8 CCOc1ccc(-c2nnc(-c3ccc(OC)cc3)o2)cc1
  Cardiac RTF inh: -2.1	MOR-DOR ag: 3.5	LANA DNA inh: -1.5	Arr AP2 block: -7.5	DSG3 Ab inh: 112.5	Keap1 Nrf2 FP: -3.3	Wnt bcat act: 0.0	RTF Ca sens act: -0.9	V-ATPase pHluor: 0.1	OPRM1-OPRD1 inv: -14.8
#9 CC(Sc1nncs1)C(=O)NC1CCCCC1C (centres undefined)
  Cardiac RTF inh: 0.3	MOR-DOR ag: -2.2	LANA DNA inh: -1.7	Arr AP2 block: 5.3	DSG3 Ab inh: 113.1	Keap1 Nrf2 FP: 0.1	Wnt bcat act: 1.3	RTF Ca sens act: 4.2	V-ATPase pHluor: -5.0	OPRM1-OPRD1 inv: 7.1

(list continues)
| nr | mol | Cardiac RTF inh | MOR-DOR ag | LANA DNA inh | Arr AP2 block | DSG3 Ab inh | Keap1 Nrf2 FP | Wnt bcat act | RTF Ca sens act | V-ATPase pHluor | OPRM1-OPRD1 inv |
| --- | --- | --- | --- | --- | --- | --- | --- | --- | --- | --- | --- |
| 13 | Cc1cc(=O)oc2cc(NC(=O)C3CCCC3)ccc12 | 9.3 | 1.3 | 0.1 | -1.3 | 114.1 | 1.6 | 2.7 | 6.5 | -1.6 | -6.6 |
| 14 | COCCN(CCOC)S(=O)(=O)c1ccc(C(=O)Nc2ccc(S(=O)(=O)Nc3nccc(C)n3)cc2)cc1 | -1.5 | -3.0 | 0.2 | 10.6 | 101.3 | -2.7 | -0.6 | 7.8 | -1.3 | 15.1 |
| 15 | COc1cccc(NC(=O)C2CCN(S(=O)(=O)c3ccc4c(c3)NC(=O)C(C)S4)CC2)c1 (centres undefined) | -1.2 | -2.0 | 3.9 | 8.2 | 104.6 | -4.2 | -0.8 | 3.8 | -1.9 | 10.0 |
| 16 | CCCSc1nnc(NC(=O)CCc2ccccc2)s1 | -0.4 | 2.4 | -0.1 | 22.5 | 102.3 | -4.2 | 0.0 | -6.5 | -1.6 | -12.6 |
| 17 | CCOC(=O)c1cnc2nc(C(F)(F)F)[nH]n2c1=O | 5.8 | -1.5 | 1.5 | -5.7 | . | 2.6 | 0.4 | 0.0 | 1.4 | 8.8 |
| 18 | CCOC(=O)c1cc(CC)sc1N | 8.5 | 0.6 | -0.8 | 5.2 | 103.9 | 0.3 | -1.1 | 2.5 | -0.3 | -2.8 |
| 19 | COc1ccc(C2/C(=C(/O)c3ccc(S(=O)(=O)N4CCOCC4)cc3)C(=O)C(=O)N2CCN2CCOCC2)cc1 (centres undefined) | -0.6 | 0.6 | 0.0 | -5.4 | 93.2 | -1.0 | 3.5 | 3.8 | -1.1 | -4.1 |
| 20 | O=C(CNC(=O)c1ccco1)NCCCc1ccccc1 | 5.9 | -3.0 | -1.4 | 14.2 | 99.6 | 0.4 | . | -4.4 | 1.2 | 17.9 |
| 21 | COc1ccccc1NC(=O)Nc1nc(CC(=O)Nc2ccc(F)cc2)cs1 | 9.1 | 3.4 | -2.5 | -6.4 | 102.1 | -6.0 | 2.2 | -4.6 | 1.0 | -21.6 |
| 22 | C=C(C)[C@@H]1CC=C(C(=O)O)CC1 | 6.0 | -1.2 | 1.2 | -3.9 | 112.6 | 1.1 | -1.6 | -0.3 | -3.3 | 6.8 |
| 23 | O=[N+]([O-])c1cc(Cl)cc(C2=NCCN2)c1 | 2.9 | -2.1 | 0.4 | 20.5 | 102.7 | -2.6 | -3.8 | 1.3 | -4.3 | 10.3 |
| 24 | CN(Cc1cccnc1)C(=O)CCCc1c[nH]c2ccccc12 | -0.9 | -1.8 | 0.4 | -9.2 | 96.0 | -5.5 | 13.0 | 0.7 | -1.6 | 10.1 |

Shown with the structure last: entries from further up
cpd | Cardiac RTF inh | MOR-DOR ag | LANA DNA inh | Arr AP2 block | DSG3 Ab inh | Keap1 Nrf2 FP | Wnt bcat act | RTF Ca sens act | V-ATPase pHluor | OPRM1-OPRD1 inv | mol
14 | -1.5 | -3.0 | 0.2 | 10.6 | 101.3 | -2.7 | -0.6 | 7.8 | -1.3 | 15.1 | COCCN(CCOC)S(=O)(=O)c1ccc(C(=O)Nc2ccc(S(=O)(=O)Nc3nccc(C)n3)cc2)cc1
15 | -1.2 | -2.0 | 3.9 | 8.2 | 104.6 | -4.2 | -0.8 | 3.8 | -1.9 | 10.0 | COc1cccc(NC(=O)C2CCN(S(=O)(=O)c3ccc4c(c3)NC(=O)C(C)S4)CC2)c1 (centres undefined)
16 | -0.4 | 2.4 | -0.1 | 22.5 | 102.3 | -4.2 | 0.0 | -6.5 | -1.6 | -12.6 | CCCSc1nnc(NC(=O)CCc2ccccc2)s1
